# GALK inh = blocks human galactokinase activity; P51570; Purified GALK, Kinase-Glo residual ATP luminescence; Potency, µM (doses to about 57.5 µM), without a hit: top-dose activity change, negative = inhibition, usual class: inhibitors; 0.007% of 270,000 active; AID 1868; also: potency is read from the fitted curve at half-maximal effect
#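 Human GALK (5 nM) with 35 uM ATP and 100 uM galactose in 20 mM HEPES pH 8.0, 5 mM MgCl2, 60 mM NaCl, 1 mM DTT, 0.01% BSA. After 1 h at room temperature, leftover ATP was read by Kinase-Glo Plus luminescence.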
# PKM2 act = PKM2 (human) enzyme activation; 0.34% of 260,000 active; purified PKM2, Kinase-Glo ATP luminescence, activation; response scale: 0% is enzyme alone, no compound; Potency, µM (titrated, usually from 57.5 µM), for the others: at the highest dose activation, most hits filed as activators; P14618; also: potency is read from the fitted curve at half-maximal effect; nearly all actives have a fitted effect of over 55% in size
# Target sequence (P14618 whole entry, looked up): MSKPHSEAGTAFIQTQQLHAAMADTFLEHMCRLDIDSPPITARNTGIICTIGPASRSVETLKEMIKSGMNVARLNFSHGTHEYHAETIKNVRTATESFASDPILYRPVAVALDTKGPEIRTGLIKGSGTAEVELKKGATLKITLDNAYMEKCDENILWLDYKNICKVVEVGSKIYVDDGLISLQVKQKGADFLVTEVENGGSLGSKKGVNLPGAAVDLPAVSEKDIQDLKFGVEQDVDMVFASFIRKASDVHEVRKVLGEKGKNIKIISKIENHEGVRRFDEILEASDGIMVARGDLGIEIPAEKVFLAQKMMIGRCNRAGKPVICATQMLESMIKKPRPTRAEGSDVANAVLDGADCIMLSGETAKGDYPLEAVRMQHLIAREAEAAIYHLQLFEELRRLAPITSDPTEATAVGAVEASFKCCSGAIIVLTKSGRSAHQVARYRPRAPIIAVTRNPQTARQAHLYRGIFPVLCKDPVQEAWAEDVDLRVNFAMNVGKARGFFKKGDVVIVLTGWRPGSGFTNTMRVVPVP
#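 Purified hPK-M2 (>95% pure) converted ADP (0.1 mM final) to ATP with 0.5 mM PEP in 50 mM imidazole pH7.2, KCl, MgCl2, Tween 20, BSA; 1 h at room temperature. ATP detected by Kinase-Glo luminescence.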
# Coupling enz = coupling enzyme interference in Giardia aldolase counter-screen | AID 2472 | 0.67% of 290,000 active | coupling enzyme system counterscreen, AmpLite Red fluorescence | activity change, negative = inhibition, % at 58.2 µM, hits read low; in the data active = activity change below about -30%
#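 Counterscreen lacking aldolase: glyceraldehyde-3-phosphate coupling-enzyme reagent preincubated 10 min at RT with compound (at 57.5 uM final), then substrate/coupling system with AmpLite Red added; fluorescence read at 525/598 nm after 20 min RT.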
# Giardia kill = Giardia lamblia killing. 0.15% of 340,000 active. activity change, % at 7.66 µM, hits read low. Giardia lamblia trophozoite viability; in the data active = activity change below about -80%; inconclusive = between about -30% and that limit;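 also: parasites exposed to compound for two days anaerobically before the ATP read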
#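 Media and compound were dispensed first, then trophozoites at 100 cells/well; plates sat 48 hrs at 37 deg C without oxygen before ATP luminescence reagent was added and read after 15-30 min at room temperature.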
# uPA generation = inhibitors of cell surface uPA generation; cell surface uPA generation assay, qHTS; Potency, µM (series often up to 38.3 µM), for inactives: top-dose activity change, negative = inhibition, hits mostly inhibitors; 0.31% of 330,000 active; AID 540303; active = well fitted inhibition curve with a large enough effect; inconclusive = small, poorly fitted or top-dose-only effect; inactive = no such curve, though single readings can be large or run the other way; tested in mouse RAW 264.7 cells; also: potency is read from the fitted curve at half-maximal effect; nearly all actives have a fitted effect of over 55% in size
# Eya2 phos inh = blocks the phosphatase activity of human Eya2; recombinant Eya2, OMFP fluorescence dephosphorylation (OMFP is methylfluorescein phosphate); 0.006% of 330,000 active; Potency, µM (titrated, usually from 76.9 µM), without a hit: top-dose activity, negative = inhibition, hits mostly inhibitors; also: potency is read from the fitted curve at half-maximal effect
# Target sequence (O00167 whole entry, looked up): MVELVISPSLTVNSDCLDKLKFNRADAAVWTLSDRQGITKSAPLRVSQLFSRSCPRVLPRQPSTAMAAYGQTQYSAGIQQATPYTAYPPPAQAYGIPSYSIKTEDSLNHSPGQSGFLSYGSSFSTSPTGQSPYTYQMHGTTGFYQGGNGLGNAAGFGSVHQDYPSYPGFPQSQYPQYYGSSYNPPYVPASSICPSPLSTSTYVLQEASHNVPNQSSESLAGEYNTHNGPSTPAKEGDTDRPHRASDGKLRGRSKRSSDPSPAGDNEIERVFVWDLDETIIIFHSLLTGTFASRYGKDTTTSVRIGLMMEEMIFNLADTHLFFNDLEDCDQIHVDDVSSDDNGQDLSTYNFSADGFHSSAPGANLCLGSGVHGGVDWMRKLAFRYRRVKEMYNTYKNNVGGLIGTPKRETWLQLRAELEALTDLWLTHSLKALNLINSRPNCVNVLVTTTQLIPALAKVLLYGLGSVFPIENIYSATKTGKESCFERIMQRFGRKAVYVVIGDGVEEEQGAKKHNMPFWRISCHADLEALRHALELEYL
#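 Eya2 protein (added as 0.2 uM solution) was preincubated with compound for 10 min at ambient temperature in 50 mM HEPES pH 7.5, 50 mM NaCl, 5 uM MgCl2, 0.05% BSA, 1 mM DTT. OMFP (added at 50 uM) then reacted 10 min; fluorescence read at 485/525 nm.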
# KCNH2 3.1 block = KCNH2 3.1 (human) potassium channel inhibition. U2OS KCNH2 3.1, thallium flux FluxOr; hits give low values. activity change, % (tested at about 1.8 µM). 0.95% of 340,000 active. AID 720553;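 active = maximum activity change below -70%; inconclusive = maximum activity change from -70% to -50%; inactive = maximum activity change above -50%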;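 also: thallium influx rate constant from kinetic fluorescence after stimulation buffer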
#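 FluxOr-based Tl+ influx in U2OS cells transduced with KCNH2 3.1 virus; rate constants normalized to DMSO controls.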
# B2AR arrestin = recruits beta-arrestin to the human beta2-adrenergic receptor; Potency, µM (series often up to 46.1 µM), for inactives: at the highest dose activation, usual class: activators; beta-arrestin recruitment to beta2AR, cell-based reporter; P07550; 0.02% of 330,000 active;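 also: potency is read from the fitted curve at half-maximal effect; 0% = DMSO controls and full agonism = EC100 isoproterenol or metaproterenol; nearly all actives have a fitted effect of over 65% in size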
# hERG WT inh = inhibitors of human wildtype KCNH2 potassium channel | Q12809 | U2OS, BacMam KCNH2, thallium flux FluxOr; hits give low values | activity change, % at 1.84 µM | 0.37% of 340,000 active | AID 720551;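 active = maximum activity change below -70%; inconclusive = maximum activity change between -70% and -50%; inactive = maximum activity change above -50%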
#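 U2OS cells were transduced with wild-type KCNH2 virus (2.03 x 10^8 / mL) for 4 h at room temperature, then cultured overnight at 37 C. Thallium flux was read with FluxOr dye. Rate constants were normalized to DMSO controls.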
# BCR signal inh = blocks chronic active B-cell receptor signaling | ABC-DLBCL IkBa-CBG/CBR reporter, luminescence ratio, 4 h | Potency, µM (doses to about 46.1 µM), for the others: at the highest dose ratio change, negative = lower green/red ratio, hits mostly inhibitors | 0.05% of 340,000 active; active = well fitted inhibition curve with a large enough effect in the signal ratio, with a control signal flat, not every such curve was filed as active; inconclusive = small, poorly fitted or top-dose-only effect, or effect the other way, or a change in a side signal; the % refers to the signal ratio;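 also: potency is read from the fitted curve at half-maximal effect; plate controls were basal doxycycline-induced cells for no effect and cells given 10 µM MG132 for full effect; MG132 reads +100%, hits lower the ratio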
#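 Concentration-response series (up to 46 uM) were applied to TMD8 dual-reporter cells for 4 h at 37C with doxycycline. Green/red ratio, after filter-overlap correction, defined %Activity; red signal alone was normalised to basal cells and zero luminescence.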
# USP2a inh = inhibitors of human ubiquitin-specific protease USP2a; O75604; USP2 core, Ub-CHOP2 coupled fluorogenic reporter, 485/531; Potency, µM (doses to about 38.3 µM), without a hit: at the highest dose activity change, negative = inhibition, hits mostly inhibitors; 0.01% of 330,000 active; AID 463254;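 also: potency is read from the fitted curve at half-maximal effect; plate controls were DMSO wells for no effect and full inhibition by NEM control for full effect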
#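 Cell-free coupled assay: 10nM USP2 core preincubated 30min RT with compound in Tris-HCl pH 8.0/CaCl2/CHAPS buffer, then 25nM Ub-CHOP2 and 25nM reporter substrate; fluorescence (Ex 485/Em 531) read after 60min RT, normalized to NEM inhibition, concentration-response curves fitted.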
# Active calls of the source: *; ? = inconclusive; . = not tested or not shown; & = joins results of further samples. Unless noted, calls follow the shape of the dose curve; as a rule, active = well fitted curve in the direction sought with a large enough effect; inconclusive = small, poorly fitted or top-dose-only effect, or another doubt; inactive = no such curve, though single readings can be large; an effect the other way counts as inactive or inconclusive. Unless noted, % is scaled to controls: 0 for no effect and ±100 for the full control effect.
SMILES,GALK inh,PKM2 act,Coupling enz,Giardia kill,uPA generation,Eya2 phos inh,KCNH2 3.1 block,B2AR arrestin,hERG WT inh,BCR signal inh,USP2a inh
O=C(CSc1nc2ccc(NC(=O)c3ccccc3C(=O)O)cc2s1)Nc1c(Cl)cccc1Cl,-2.3%,.,-8.0,-19.7,0.1%,-1.5%,-8.7,-0.1%,-18.4,-0.3%,2.4%
O=C(O)C1CC(O)CN1C(=S)Nc1ccccc1 (stereo not given),2.3%,-0.9%,1.6,-9.2,15.3%,1.3%,1.9,-0.1%,6.9,-0.5%,-5.6%
CN1C(=O)/C(=C/c2ccc(OCc3ccccc3F)cc2)N(C)C1=S,3.3%,-1.0%,-3.2,-16.2,9.5%,-2.4%,4.4,-0.2%,0.3,5.8%,2.9%
CC1(C)CC(=O)C2=C(C1)OC(c1cccs1)C(C#N)=C2N (stereo not given),-0.3%,-2.0%,-0.2,-11.7,1.1%,-15.5%,9.6,-0.1%,-6.0,7.5%,2.9%
COc1ccc(CN=Nc2cc(C)nc(NS(=O)(=O)c3ccccc3Cl)n2)cc1,-3.5%,-7.5%,0.4,.,.,2.4%,.,0.1%,.,0.7%,1.4%
O=C(O)Cc1csc(-c2cccc(Oc3ccccc3)c2)n1,0.5%&5.7%,-1.5%&-3.4%,18.2&12.1,-0.1&-18.6,1.4%&0.9%,-2.1%&-12.6%,0.4&0.5,0.2%&0.4%,-8.8&0.1,-17.9%&-3.7%,3.4%&0.8%
CC(C)(C)OC(=O)C[C@@H]1C/C=C\C[C@@H](CC(=O)N(CCO)Cc2ccccc2)C(=O)NC[C@@H](c2ccccc2)OC1=O,.,.,.,-9.1,15.6%,4.0%,16.9,0.4%,1.3,-2.0%,3.4%
CCN(CCO)Cc1csc2ccccc12,-2.1%,-2.3%,-1.3,2.5,6.9%,-7.0%,-7.1,-0.6%,2.9,2.4%,1.8%
c1ccc(CN2CCN(c3nc(NCc4ccco4)c4ccccc4n3)CC2)cc1,1.8%,0.1%,-8.4,-16.8,-14.2%,-37.0%,-108.4*,-0.2%,-48.3,?,-6.1%
CCCn1c(C)cc(/C=C(\C#N)C(=O)OCC(=O)NC(=O)NCC)c1C,-0.5%,-3.3%,-0.3,-4.0,3.8%,1.1%,0.3,0.1%,-0.5,-17.2%,1.1%
CCC(=O)NC(c1cccs1)c1cc([N+](=O)[O-])c2cccnc2c1O (stereo not given),1.1%,2.0%,-24.1,10.0,-8.7%,-5.4%,0.8,0.6%,-6.7,-0.6%,-1.6%
CCCCOCCCN1CC(=O)N2C(C)c3[nH]c4ccccc4c3C[C@H]2C1=O (stereo not given in full),5.2%,.,-2.0,9.4,?,-0.8%,2.2,-0.7%,-2.1,-1.8%,3.6%
Cc1cccc(C(=O)NCCc2csc(C)n2)c1,-1.7%,-3.1%,0.2,1.5,-12.4%,-24.3%,5.5,-0.3%,-7.3,-2.1%,2.3%
COc1nc(NCCO)nc(Nc2cc(Cl)ccc2OC)n1,-3.4%,-5.0%,-5.7,7.8,-1.8%,-10.9%,-0.1,-0.5%,1.8,-0.7%,3.0%
c1ccc2c(c1)C(=NC1CCCCC1)NC2=NC1CCCCC1,-1.5%,3.6%,2.4,2.3,.,-29.4%,1.1,-0.9%,38.4,?,3.2%
Cc1ccc2cc(CN(CC3CCCO3)C(=O)NC3CCCCC3)c(=O)[nH]c2c1C (stereo not given),-0.3%,1.1%,4.4,-1.9,-16.2%,0.6%,-14.9,-0.2%,-4.5,-1.5%,-0.5%
CCOC(=O)C1(CCc2ccccc2)CCN(Cc2cnc(N(C)C)s2)CC1,-1.5%,1.6%,-4.5,7.8,-6.2%,-2.5%,-112.0*,0.2%,-86.2*,-1.8%,1.6%
Clc1ccc(Cl)c2sc(N3CCCC3)nc12,-0.3%,6.0%,7.4,6.6,5.0%,-4.0%,-5.4,0.1%,0.9,1.2%,0.1%
COc1cccc(N2CCN(C(=O)c3cccnc3)CC2)c1,1.8%,-3.2%,0.8,-10.9,-1.7%,3.4%,14.9,-0.6%,-2.0,4.1%,2.4%
O=C(CSc1nnnn1-c1cccc(F)c1)NC1CC1,.,.,.,1.1,1.9%,0.2%,0.4,-0.3%,-2.4,-1.3%,0.1%
O=C(c1ccc(Cl)cc1)[C@@H]1[C@@H]2C(=O)N(c3cccc4ccccc34)C(=O)[C@@H]2C2c3ccccc3C=NN21 (stereo not given in full),2.1%,12.0%,-4.7,22.3,-10.7%,6.9%,?,-0.8%,-8.6,0.7%,1.8%
COc1cccc(CNC(=O)CCS(=O)(=O)c2ccc3c(c2)NC(=O)CS3)c1,-2.5%,.,.,14.3,-3.8%,-1.8%,-12.0,0.3%,-10.4,-0.7%,4.0%
Cc1nn(CC(=O)NC(C)C)c(C)c1[N+](=O)[O-],-0.8%,-4.5%,-2.0,-0.6,2.8%,-20.7%,12.5,-0.4%,-3.8,1.5%,-4.9%
O=C1c2[nH]nc(-c3ccccc3O)c2C(c2ccccc2)N1Cc1ccco1 (stereo not given),-0.4%,3.9%,0.5,1.8,-4.3%,-3.4%,-15.5,4.2%,2.3,-2.2%,-2.1%
O=C(C1CCCN(S(=O)(=O)c2ccccc2)C1)N1CCCc2ccccc21 (stereo not given),-0.6%,-14.2%,2.3,-4.6,15.7%,-4.0%,-2.5,0.3%,-1.9,?,-0.2%
# (next part)
SMILES,GALK inh,PKM2 act,Coupling enz,Giardia kill,uPA generation,Eya2 phos inh,KCNH2 3.1 block,B2AR arrestin,hERG WT inh,BCR signal inh,USP2a inh
Cc1ccc(NC(=O)Cn2nnc(-c3ccc4c(c3)OCO4)n2)cc1F,17.2%,5.1%,0.7,-12.8,-1.4%,-1.2%,28.4,0.4%,-3.8,7.0%,-0.1%
CCC(Cc1ccccc1)NC(=O)c1ccc2nc(N3CCOCC3)sc2c1 (stereo not given),.,0.8%,3.5,-25.0,-2.0%,5.8%,-0.9,0.4%,-28.5,1.6%,-0.2%
O=C(CN(c1ccccn1)S(=O)(=O)c1ccc(F)cc1)Nc1ccc(F)cc1F,9.0%,-1.9%,0.8,-16.3,-7.6%,-2.7%,5.0,0.2%,-10.4,-4.2%,-5.2%
COc1ccc(OC)c(C2=C/C(=C/c3ccccn3)C(=O)O2)c1,-1.1%,7.4%,1.7,14.7,2.8%,18.0%,-19.7,-0.1%,-15.6,-2.3%,0.0%
CCOc1ccccc1N1CC(C(=O)N2CCc3ccccc3C2)CC1=O (stereo not given),0.1%,-5.7%,1.1,-4.3,0.9%,-11.0%,3.5,0.0%,-8.8,-12.0%,-0.4%
Cc1ccc2c(c1)cc(C(=O)N[C@@H](Cc1ccccc1)C(=O)O)n2C,1.1%,.,8.2,18.2,0.9%,-13.2%,-17.0,0.0%,-11.6,-1.2%,2.6%
COc1cccc(NC(=O)C(=O)NCCCN2CCCC2=O)c1,.,.,.,-7.6,2.8%,0.5%,13.1,0.3%,-4.0,-13.2%,0.7%
CC(=O)c1ccc(O)c(CC=C(C)C)c1,3.0%,-2.8%,1.9,8.7,-9.6%,-7.8%,7.6,-0.3%,-3.3,-4.2%,1.8%
CC(C)(C)c1nnc2sc(SCC(=O)N3CCCc4ccccc43)nn2c1=O,0.7%,0.2%,3.2,2.8,-8.6%,-5.3%,0.0,0.4%,4.2,?,2.0%
Cc1nc2cc(C(=O)OCC(=O)Nc3cccc(Cl)c3)ccc2n1-c1ccccc1,0.1%,-9.9%,14.2,2.5,-2.1%,-2.2%,11.5,0.3%,-2.3,10.3%,1.8%
Cc1ccc(C(=O)NN2C(=O)C3C4C=CC([C@@H]3C2=O)C42CC2)cc1 (stereo not given in full),-0.7%,2.5%,0.4,-11.9,-8.3%,6.8%,-19.7,-0.3%,-13.5,-1.8%,5.2%
O=C(COc1cccnc1[N+](=O)[O-])Nc1c(Cl)cccc1Cl,.,.,.,?,-1.5%,-17.7%,14.5,0.4%,1.2,-2.0%,-4.3%
C=CCN1C(=O)C2(OCCCO2)c2cc(CCCC)ccc21,-1.5%,-0.3%,-0.1,1.5,4.4%,-9.3%,-7.9,-0.4%,2.0,?,5.3%
COc1ccc(CC(=O)Nc2ccc(C(=O)NCC(C)C)cc2)cc1,2.8%,1.4%,0.9,-15.9,2.7%,?,-0.6,0.2%,-11.8,?,-1.3%
COc1ccc(-c2cc3nc4c(c(N5CCC6(CC5)OCCO6)n3n2)CCC4)cc1,-4.3%,-2.1%,-2.1,12.2,8.1%,-2.6%,2.1,0.2%,-4.4,-19.9%,-0.9%
Cc1nn(C)c(C(=O)N2CCN(C(=O)c3ccco3)CC2)c1[N+](=O)[O-],1.3%,-4.9%,-2.4,7.6,-0.5%,-1.8%,7.9,-0.9%,-3.4,5.1%,2.5%
